Source: PubChem
KB-3-1 cytotox = qHTS assay for MDR1-selective chemotherapeutics: Primary screen using the parental adenocarcinoma cell KB-3-1; KB-3-1 viability, CellTiter-Glo ATP luminescence, 72 h; Potency, µM (top dose mostly 46.1 µM), for the others: top-dose activity change, negative = cytotoxic, hits mostly cytotoxic; actives 1.4% (n = 400,000); AID 1347075, 2019; further: potency means the concentration at half of the fitted maximal effect; on the % scale 0 is the no-effect control and ±100 the full control effect; nearly all actives have a fitted effect of over 60% in size
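KB-3-1 parental drug-naive adenocarcinoma cells in DMEM/10% FBS, incubated 72 h at 37 C with pin-transferred compounds across a concentration series. Viability by CellTiter-Glo luminescence; concentration-response curves fitted after normalization.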
KB-V1 MDR tox = qHTS assay for MDR1-selective chemotherapeutics: Primary screen using the drug-selected MDR subline cells KB-V1; Potency, µM (series often up to 46.1 µM), for the others: top-dose activity change, negative = cytotoxicity, most hits filed as cytotoxic; actives 3.4% (n = 400,000); AID 1347076, 2019; KB-V1 MDR cells viability, CellTiter-Glo, 72 h; further: potency means the concentration at half of the fitted maximal effect; on the % scale 0 is the no-effect control and ±100 the full control effect; nearly all actives have a fitted effect of over 60% in size
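Compound-treated KB-V1 multidrug-resistant cells, 72 h, 37 degrees C; viability by CellTiter-Glo. Fitted qHTS curves give the values.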
DRD3 agonist = qHTS of D3 Dopamine Receptor Agonist: qHTS; D(3) dopamine receptor (Homo sapiens), P35462; D3R DiscoveRx beta-arrestin cells, luminescence, 90 min; max activation, %; actives 0.58% (n = 410,000); AID 652048, 2013; in the data active means max activation above about 30%; further: 0% is about no effect; mostly tested at two doses, the higher about 12 µM
Target sequence (P35462 whole entry, looked up): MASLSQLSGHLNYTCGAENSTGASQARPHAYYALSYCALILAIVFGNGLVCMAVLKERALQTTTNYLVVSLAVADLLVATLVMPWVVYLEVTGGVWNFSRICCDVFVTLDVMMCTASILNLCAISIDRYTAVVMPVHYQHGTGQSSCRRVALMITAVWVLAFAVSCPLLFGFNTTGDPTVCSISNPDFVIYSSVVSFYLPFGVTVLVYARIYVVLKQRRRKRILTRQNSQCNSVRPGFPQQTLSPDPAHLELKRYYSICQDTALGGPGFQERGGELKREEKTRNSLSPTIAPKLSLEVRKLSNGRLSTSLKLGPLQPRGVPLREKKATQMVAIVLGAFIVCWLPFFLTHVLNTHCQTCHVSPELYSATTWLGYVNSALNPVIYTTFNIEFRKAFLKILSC
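Cells at 1500/well, incubated overnight, then treated with pinned compounds (dopamine as control) for 90 min at 37 degrees C. DiscoveRx reagent added for 30 - 60 minutes at room temperature; luminescence read.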
GLP1R ag = qHTS of GLP-1 Receptor Agonists; HEK293 GLP-1R CRE-luciferase, luminescence, 4-6 h; cells express a hypersensitive GLP-1R form; Glucagon-like peptide 1 receptor (Homo sapiens), P43220; actives 0.007% (n = 380,000); Potency, µM (series often up to 45.6 µM), without a hit: top-dose activation, actives largely listed as activators; further: potency means the concentration at half of the fitted maximal effect; % of control where 0% means no effect
Target sequence (P43220 whole entry, looked up): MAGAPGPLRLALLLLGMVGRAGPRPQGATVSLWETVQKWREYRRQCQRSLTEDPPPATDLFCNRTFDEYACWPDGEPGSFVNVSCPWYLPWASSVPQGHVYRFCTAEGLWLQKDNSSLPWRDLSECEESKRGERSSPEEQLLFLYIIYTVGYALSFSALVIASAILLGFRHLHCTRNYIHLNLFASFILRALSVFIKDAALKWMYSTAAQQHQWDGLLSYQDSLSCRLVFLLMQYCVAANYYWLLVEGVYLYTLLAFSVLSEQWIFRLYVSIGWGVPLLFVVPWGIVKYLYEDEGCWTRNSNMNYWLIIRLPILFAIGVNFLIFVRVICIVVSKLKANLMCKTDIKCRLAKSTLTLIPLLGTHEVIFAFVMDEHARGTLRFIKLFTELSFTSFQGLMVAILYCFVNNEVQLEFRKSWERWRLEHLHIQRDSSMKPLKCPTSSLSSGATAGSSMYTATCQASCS
HT1080 IDH1KD tx = qHTS for induction of synthetic lethality in tumor cells producing 2HG: qHTS for the HT-1080-IDH1KD cell line; HT-1080 IDH1 knockdown viability, ATP luminescence, 48 h; Potency, µM (doses to about 46.1 µM), for the others: at the highest dose activity, negative = toxicity, most hits filed as cytotoxic; actives 2% (n = 360,000);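 further: potency means the concentration at half of the fitted maximal effect; 0% = DMSO wells and -100% = cell-free medium wells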
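% activity derives from luminescence (CellTiter-Glo), normalised to DMSO and no-cell wells. HT-1080-IDH1KD cells, 750/well, had 48 h compound exposure at 37 °C.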
SW480 rerep = A quantitative high throughput screen for small molecules that induce DNA re-replication in SW480 colon adenocarcinoma cells. Potency, µM (highest dose often 46.1 µM), for inactives: at the highest dose re-replication activation, most hits filed as activators. SW480 DNA re-replication, Hoechst DNA content imaging, 48 h. actives 1.8% (n = 340,000); further: potency means the concentration at half of the fitted maximal effect; % of control where 0% means no effect; nearly all actives have a fitted effect of over 55% in size
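First, 250 cells per well were seeded. Next, compound or vehicle (23 nL) was pinned in, plates sat 48 hr at 37 C. Finally Hoechst was added for 40 min before fluorescence scanning.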
HT1080-NT tox = qHTS for induction of synthetic lethality in tumor cells producing 2HG: qHTS for the HT-1080-NT fibrosarcoma cell line; HT-1080-NT fibrosarcoma viability, CellTiter-Glo ATP luminescence, 48 h; Potency, µM (highest dose often 46.1 µM), for inactives: at the highest dose activity, negative = less viability, usual class: cytotoxic; actives 1.6% (n = 360,000);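 further: NT is the 2HG producing partner of a matched IDH1 knockdown line; potency means the concentration at half of the fitted maximal effect; 0% = DMSO-treated cells and -100% = media-only wells without cells; nearly all actives have a fitted effect of over 55% in size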
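Viability of the 2HG-overproducing fibrosarcoma line after 48 hours of compound exposure at 37 degrees C was determined by luminescence with CellTiter-Glo, and concentration-effect curves were then fitted and categorized.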
IL-1B inflam inh = qHTS for Inhibitors of Inflammasome Signaling: IL-1-beta AlphaLISA Primary Screen; activity change, % at 57.5 µM; THP-1 LPS/ATP IL-1B secretion, AlphaLISA, 16 h; active compounds read low; AID 743279, 2014; actives 4.7% (n = 360,000); in the data active means activity change below about -50%; inconclusive means mostly about -30% to -49%; further: on the % scale 0 is the no-effect control and ±100 the full control effect
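Secreted IL-1B measured by AlphaLISA bead assay after 16 h compound exposure of THP-1 cells; compounds (final up to 57.5 uM) added 1 h before LPS (250 ng/mL) and ATP (1.25 mM) stimulation; lower signal means less secretion.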
DRD3 antagonist = qHTS of D3 Dopamine Receptor Antagonist: qHTS | D(3) dopamine receptor (Homo sapiens), P35462 | D3R cells, DiscoveRx beta-arrestin luminescence, antagonist mode; active compounds read low | max response, negative = inhibition, % | actives 2.5% (n = 360,000); in the data active means max response below about -50%; inconclusive means no clear call, values can overlap the other calls; further: on the % scale 0 is the no-effect control and ±100 the full control effect; mostly tested at two doses, the higher about 12 µM
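Cells plated overnight at 1500 cells/well, then exposed to library compounds with dopamine controls for 90 minutes at 37 degrees C. DiscoveRx reagent added for 30–60 minutes at room temperature; luminescence read, quantitative HTS format.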
An asterisk follows results filed as active; ? = inconclusive; . = no result given; & = joins results of further samples. Unless noted, the call rests on the fitted dose curve; in most records, active means well fitted curve in the direction sought with a large enough effect; inconclusive means small, poorly fitted or top-dose-only effect, or another doubt; inactive means no such curve, though single readings can be large; an effect the other way counts as inactive or inconclusive. Outcome played no part in choosing rows (roughly 12% active in at least one column).

Sample of the layout:
SMILES	KB-3-1 cytotox	KB-V1 MDR tox	DRD3 agonist	GLP1R ag	HT1080 IDH1KD tx	SW480 rerep	HT1080-NT tox	IL-1B inflam inh	DRD3 antagonist
C=CCOCCN(CCOCC=C)C1=NS(=O)(=O)c2ccccc21	2%	-22%	1	-6%	9%	-22%	1%	38	-2
CCCCCc1nc2c(c(=O)c3ccccc3n2C)c(=O)n1Cc1ccc(OC)cc1	0%	-22%	2	-1%	6%	-16%	12%	16	26

The listing, repeating the preview:
SMILES	KB-3-1 cytotox	KB-V1 MDR tox	DRD3 agonist	GLP1R ag	HT1080 IDH1KD tx	SW480 rerep	HT1080-NT tox	IL-1B inflam inh	DRD3 antagonist
C=CCOCCN(CCOCC=C)C1=NS(=O)(=O)c2ccccc21	2%	-22%	1	-6%	9%	-22%	1%	38	-2
CCCCCc1nc2c(c(=O)c3ccccc3n2C)c(=O)n1Cc1ccc(OC)cc1	0%	-22%	2	-1%	6%	-16%	12%	16	26
Cc1[nH]c2ccccc2c1C(=O)CSc1nc2ccccc2c(=O)n1CCCN1CCOCC1	-13%	-12%	-3	1%	-29%	4%	-25%	?	44
Cc1ccc(SCc2c(C#N)c3ccccc3n2C)cc1	1%	-5%	-8	4%	1%	-7%	17%	-3	-3
Cc1ccc([N+](=O)[O-])c(OCCN2CCc3ccccc3C2)c1	-28%	-4%	15	13%	6%	7%	1%	0	-60*
CC(C)CN1C(=O)c2ccccc2C1c1nnnn1-c1ccc2c(c1)OCCO2 (centres undefined)	6%	?	0	4%	3%	.	19%	23	0
CCC(=O)Nc1cc(C)c(NC(=O)c2ccco2)cn1	1%	16%	8	0%	14%	-5%	24%	-11	-4
Cc1ccc(NS(=O)(=O)c2cccc(C(=O)NC3CCN(Cc4ccccc4)CC3)c2)cc1	?	?	-22	-17%	-30%	3%	-5%	.	?
CC1(C)CC(=O)C(N=Nc2c(F)cccc2F)=C(O)C1	11%	2%	-17	3%	3%	-7%	?	.	-20
NC(=O)CC(NC(=O)Cc1ccc(Cl)cc1)c1ccc(NC2CCCCCC2)c([N+](=O)[O-])c1 (centres undefined)	0%	1%	-31	6%	-5%	-8%	-11%	0	-19
COc1ccc(CCNC(=O)c2ccco2)cc1OC	8%	-8%	-2	5%	4%	5%	0%	3	2
CC(C)c1cc(=O)n2[nH]c(SCc3ccc(Cl)cc3)nc2n1	2%	25%	-1	-5%	12%	14%	9%	1	0
CCOC(=O)c1[nH]c(C)c(C(=O)NCC2CCCO2)c1C (centres undefined)	6%	-10%	1	-4%	14%	.	7%	6	-7
Nc1cc([N+](=O)[O-])cc2oc(-c3ccccc3)cc12	1%	6%	1	22%	-8%	-2%	-5%	-3	-5
Cc1ccc(C2C(C(=O)c3ccco3)=C(O)C(=O)N2c2ncccn2)cc1 (centres undefined)	0%	0%	-3	3%	15%	?	1%	14	-16
C=CC[N+](C)(C)CC(=O)OCc1ccccc1	4%	-3%	0	2%	5%	-9%	11%	3	5
CN1CCC(N(C)S(=O)(=O)c2ccc(NC(=O)COc3ccc(Cl)cc3)cc2)CC1	?	-7%	-15	6%	1%	?	-14%	-25	-17
CCOC(=O)C1Cn2c(nc3c(c2=O)C(C)(CC)Cc2ccccc2-3)S1 (centres undefined)	-5%	-27%	-3	18%	-9%	18%	-12%	-60*	-27
CC(C)(C)C1CCC(CN2C(Nc3ccccc3)=NC[C@@H]2Cc2ccccc2)CC1 (some centres undefined)	?	18µM*	-36	-5%	-25%	?	-17%	?	?
COc1ccccc1NC(=O)C1=C(C)NC2=C(C(=O)CCC2)C1c1ccc2c(c1)OCO2 (centres undefined)	13%	-24%	3	-4%	15%	3%	4%	11	-11
Cc1nnc2n(C3CCCCC3)c(=O)c3c4c(sc3n12)COC(C)(C)C4	14%	-10%	6	14%	-14%	10%	0%	-17	16
O=S(=O)(Nc1ncccn1)c1ccc(-n2cnnn2)cc1	-2%	?	0	-8%	-1%	-6%	-2%	7	1
Cn1c(=O)c2cc(NC(=O)Cc3cccnc3)ccc2n1-c1ccc2ccccc2c1	?	?	-22	0%	18µM*	.	?	-8	-7
CCOc1ccc(OCCC(=O)OCC(=O)Nc2ccc(Cl)cn2)cc1	-14%	1%	9	-3%	10%	-5%	9%	9	16
C/C=N\NC(=O)COc1cc(C)ccc1C	0%	22%	-3	8%	-6%	8%	0%	0	-3
COc1ccc(OCc2cc(C(=O)N3CCCN(C(C)=O)CC3)no2)c(Cl)c1	2%	-8%	5	1%	0%	5%	6%	7	0
O=C(Nc1ccc2[nH]c(=O)[nH]c2c1)Nc1ccc(F)cc1F	2%	21%	0	6%	3%	-13%	0%	23	3
CC(OC(=O)C1CCCCC1)C(=O)Nc1ccc(S(N)(=O)=O)cc1 (centres undefined)	-17%	5%	0	-6%	0%	-6%	3%	-7	1
CN(C)S(=O)(=O)c1ccc(C(=O)OCC(=O)NCc2ccccc2)cc1	-2%	-3%	2	2%	5%	-9%	-5%	35	?
COC(=O)c1nc2n(n1)C(c1cccc(Cl)c1)C1=C(CC(C)(C)CC1=O)N2 (centres undefined)	-10%	-1%	-4	-1%	1%	-1%	-5%	-16	6
Cn1nccc1C(=O)N/N=C/c1cccnc1	2%	-15%	6	-1%	-1%	-10%	-1%	13	-4
N#Cc1ccsc1NC(=O)c1ccccn1	-5%	?	-6	7%	2%	-3%	12%	-11	-23
Cc1cc(N2CCCCC2)c(F)cc1[N+](=O)[O-]	2%	8%	-3	-5%	8%	-19%	6%	7	28
COCCNS(=O)(=O)c1ccc(OCC(=O)OC)c(Cl)c1	6%	3%	-1	-4%	10%	-15%	6%	-11	5
COc1ccc(CNC(=O)O[C@H]2Cn3c(=O)ccc(=O)n3[C@@H]3CN(S(=O)(=O)c4ccc(C)cc4)C[C@]23O)cc1OC	-6%	14%	5	4%	0%	.	3%	-8	23
CCCCNC(=O)CCn1nc(-c2ccccc2)c2ccccc2c1=O	-1%	4%	0	-6%	4%	-8%	0%	-18	-5
CCOC(=O)N1CCN(C(=O)CN(c2ccccc2OC)S(=O)(=O)c2ccc(OC)cc2)CC1	-11%	-19%	-1	3%	2%	?	-1%	-5	-18
CCOC(=O)c1c(NC(=O)C2CCCCC2C(=O)O)sc2c1CCCCC2 (centres undefined)	4%	-1%	1	5%	-28%	-4%	-16%	29	2
COc1cccc(CNC(=O)CCCn2c(=S)[nH]c3cc4c(cc3c2=O)OCO4)c1	7%	-8%	3	-3%	2%	-1%	8%	18	27
COc1ccc(-c2cccc(CCC(=O)N3CCN(c4cc(C)ccc4C)CC3)c2)cc1	-24%	0%	18	-3%	-1%	?	-4%	4	39

5 compounds from above, limited to KB-3-1 cytotox:
SMILES	KB-3-1 cytotox
COc1ccc(OCc2cc(C(=O)N3CCCN(C(C)=O)CC3)no2)c(Cl)c1	2%
CC(OC(=O)C1CCCCC1)C(=O)Nc1ccc(S(N)(=O)=O)cc1 (centres undefined)	-17%
CCOC(=O)c1c(NC(=O)C2CCCCC2C(=O)O)sc2c1CCCCC2 (centres undefined)	4%
C/C=N\NC(=O)COc1cc(C)ccc1C	0%
N#Cc1ccsc1NC(=O)c1ccccn1	-5%

One compound at a time, as listed above.
Listed for Cn1c(=O)c2cc(NC(=O)Cc3cccnc3)ccc2n1-c1ccc2ccccc2c1 = KB-3-1 cytotox = ?; KB-V1 MDR tox = ?; DRD3 agonist = -22; GLP1R ag = 0%; HT1080 IDH1KD tx = 18µM*; SW480 rerep = .; HT1080-NT tox = ?; IL-1B inflam inh = -8; DRD3 antagonist = -7
Listed for Cn1nccc1C(=O)N/N=C/c1cccnc1 = KB-3-1 cytotox = 2%; KB-V1 MDR tox = -15%; DRD3 agonist = 6; GLP1R ag = -1%; HT1080 IDH1KD tx = -1%; SW480 rerep = -10%; HT1080-NT tox = -1%; IL-1B inflam inh = 13; DRD3 antagonist = -4
Listed for CCCCNC(=O)CCn1nc(-c2ccccc2)c2ccccc2c1=O = KB-3-1 cytotox = -1%; KB-V1 MDR tox = 4%; DRD3 agonist = 0; GLP1R ag = -6%; HT1080 IDH1KD tx = 4%; SW480 rerep = -8%; HT1080-NT tox = 0%; IL-1B inflam inh = -18; DRD3 antagonist = -5

New compounds follow.
SMILES	KB-3-1 cytotox	KB-V1 MDR tox	DRD3 agonist	GLP1R ag	HT1080 IDH1KD tx	SW480 rerep	HT1080-NT tox	IL-1B inflam inh	DRD3 antagonist
O=S1(=O)CCOCCCN1Cc1cccc(C(F)(F)F)c1	0%&3%	8%&2%	-22	6%	9%	-4%	8%	20	-20
COc1ccc(CCN=C(N)NS(=O)(=O)c2cc(F)ccc2OC)cc1	9%	-2%	3	1%	1%	0%	4%	-7	0
COc1ccc2cc(C(=O)N3CCCC(Nc4ccc(F)cc4)C3)n(C)c2c1 (centres undefined)	-9%	?	4	7%	10%	-4%	4%	1	8
C/C(CC(=O)Nc1cc(C)ccn1)=N\NC(=O)c1cccc(C)c1O	?	?	28	8%	?	12µM*	?	70	15
O=C(CSc1ccc2nnc(-c3ccncc3)n2n1)Nc1nccs1	14%	12%	3	11%	6%	-1%	4%	8	9
Cc1cccc(OC(=O)Cn2c(C(F)(F)F)nc3ccccc32)c1	-2%	1%	2	-9%	17%	-3%	16%	47	6
